Bioassay records from PubChem.
miR-122 sensor: miR-122 inhibition in Huh7 cells | AID 602342 | hit rate 0.3% among 340,000 | activation (reporter increase), % at 12.5 µM | Huh7 miR-122 Renilla luciferase sensor, 48 h; neutral wells = 0, positive control = 100;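 active = mean replicate activation score at least 90 and every replicate individually at or above 90; inconclusive = only one of the two criteria met; inactive = neither criterion met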;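 also: higher luciferase means less miR-122 activity so hits act as miR-122 inhibitors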
SIRT5 inh: sirtuin-5 (human) deacylase inhibition; Purified SirT5, succinyl-peptide AMC, trypsin-coupled fluorescence; hit rate 1.1% among 330,000; Q9NXA8; inhibition, % at 15 µM; AID 652115; in the data active = inhibition above about 15%; inconclusive = no clear call, values can overlap the other calls
Target sequence (Q9NXA8 whole entry, looked up): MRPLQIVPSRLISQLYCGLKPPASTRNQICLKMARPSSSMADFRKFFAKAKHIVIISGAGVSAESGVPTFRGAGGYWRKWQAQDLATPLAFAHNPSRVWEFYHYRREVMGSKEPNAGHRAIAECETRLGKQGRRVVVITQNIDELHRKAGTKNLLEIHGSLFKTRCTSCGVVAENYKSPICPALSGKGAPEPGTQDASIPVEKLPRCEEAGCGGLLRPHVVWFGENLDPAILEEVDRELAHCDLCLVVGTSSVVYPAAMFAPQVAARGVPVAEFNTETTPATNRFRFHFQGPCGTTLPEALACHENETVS
DENV2 CPE rescue: protects cells from dengue virus 2 cytopathic effect | DENV2-infected cells, cytopathic effect rescue, plate reader | CPE inhibition, % at 9.99 µM | hit rate 1.7% among 350,000 | AID 651640; in the data active = CPE inhibition above about 20%, passing the limit was not always enough; inconclusive = no clear call, values can overlap the other calls; tested in BHK-21 cells;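 also: 0% = median of neutral control wells and 100% = median of positive control wells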
F508del corr: CFTR F508del correction in bronchial cells. CFBE cells, YFP halide quenching; stimulated with forskolin plus potentiator P3; % fluorescence drop versus neutral controls. hit rate 0.36% among 350,000. activity (quench increase), % at 7.58 µM. AID 720511;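 active = mean added fluorescence quench of at least 8% versus neutral control, with both replicates also reaching 8%; inconclusive = only one of the mean or replicate conditions met; inactive = mean below 8% and not both replicates reaching 8%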;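 also: cells transiently co-express mutant CFTR-F508del with the halide-sensitive YFP; corrector assay measuring rescue of mutant channel to the surface after 24 h compound exposure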
ERp5 inh: inhibitors of human ERp5; Q15084; ERp5 insulin aggregation, absorbance 650 nm, 90 min; inhibition, % at 9.99 µM; hit rate 0.05% among 350,000; AID 651711;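 active = mean replicate inhibition above about 25%, with every replicate also reaching it, limit read from the data, passing the limit was not always enough; inconclusive = only one of those two criteria met; inactive = neither criterion met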
Target sequence (Q15084 whole entry, looked up): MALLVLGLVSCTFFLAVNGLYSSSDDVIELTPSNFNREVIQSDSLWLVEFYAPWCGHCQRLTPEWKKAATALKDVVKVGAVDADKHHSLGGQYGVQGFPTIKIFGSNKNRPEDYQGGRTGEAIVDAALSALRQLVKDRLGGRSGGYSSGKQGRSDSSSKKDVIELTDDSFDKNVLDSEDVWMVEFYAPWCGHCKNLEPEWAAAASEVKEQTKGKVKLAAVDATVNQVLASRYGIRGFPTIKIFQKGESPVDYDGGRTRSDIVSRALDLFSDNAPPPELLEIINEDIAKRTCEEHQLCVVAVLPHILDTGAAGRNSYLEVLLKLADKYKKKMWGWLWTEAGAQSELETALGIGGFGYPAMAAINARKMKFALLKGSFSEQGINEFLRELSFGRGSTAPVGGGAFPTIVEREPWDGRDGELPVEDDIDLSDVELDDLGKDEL
Casp6 inh: caspase-6 (human) enzyme inhibition. P55212. purified caspase-6, Z-VEID-R110 cleavage fluorescence. inhibition, % at 12.5 µM. hit rate 0.53% among 350,000. AID 686996;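 active = mean inhibition across replicates at least about 35%, with every replicate also reaching that limit, limit read from the data; inconclusive = only one of the two criteria met; inactive = neither criterion met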;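 also: 0% = median of neutral control wells and 100% = no fluorescence left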
ERAP1 HTS inh: inhibitors of human ERAP1 aminopeptidase; hit rate 0.15% among 340,000; inhibition, % at 10.7 µM; Q9NZ08; recombinant ERAP1, Leu-AMC fluorescence, 60 min;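 active = mean replicate inhibition of at least 30%, or all replicates individually reaching that 30% level; inactive = mean below 30% and not every replicate reaching it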;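 also: 0% = neutral control wells and 100% = L-leucinethiol positive control wells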
An asterisk follows results filed as active; ? = inconclusive; / = no result given; [ ] = another dose, or the depositor's remark. The order is random; about 4% have a hit in one of these screens.

miR-122 sensor	SIRT5 inh	DENV2 CPE rescue	F508del corr	ERp5 inh	Casp6 inh	ERAP1 HTS inh	molecule
/	-1	-1	-1.7	4	5	4	C/C(=N\NC(=O)c1cc2ccccc2cc1O)c1cccs1
/	/	11	1.6	0	3	4	Cc1noc(C)c1S(=O)(=O)NC(=O)C1(C)CCN1C(=O)Cc1ccc(Cl)cc1Cl (stereo not given)
/	3	-6	-1.0	0	6	-3	COc1ccccc1-c1cn(CC[C@H]2CC[C@H](NC(=O)c3cnccn3)[C@H](CO)O2)nn1
/	/	-2	/	6	1	-1	COc1ccc(/C(C)=N/NC(=O)CCC(=O)Nc2ccc(Cl)cc2Cl)c(OC)c1
/	-1	0	2.1	2	1	-5	COCC(=O)Nc1ccc2c(c1)C(=O)N(C)C[C@@H](OC)[C@@H](C)CN(C)[C@H](C)CO2
0	0	3	-1.6	-3	-1	0	CCC(CC)NC(=O)CSc1ccc(S(=O)(=O)N2CCCCC2)cn1
/	-3	-7	-1.8	-3	-1	0	Cc1cc(C)nc(SC(C(=O)O)c2ccccc2)n1 (stereo not given)
0	-1	-2	1.7	-10	-1	1	COc1ccc(-n2nc3c(N4CCC(C(=O)NCc5ccccc5)CC4)nnc(C)c3c2C)cc1
0	4	9	0.5	3	-2	0	C/C(=N\NC(=O)c1cccc(C)c1O)c1ccc(NC(=O)Cc2ccccc2)cc1
1[16.7 µM]	-3	-4	-2.0	13	-3	0	C[C@H](CO)N1C[C@H](C)[C@@H](CN(C)C(=O)Nc2ccc(F)cc2)OCCCC[C@H](C)Oc2ccc(NC(=O)CCC(F)(F)F)cc2C1=O
7	3	2	-1.2	-11	4	2	Cc1nnc2ccc(-c3ccc(NS(=O)(=O)c4ccccc4[N+](=O)[O-])cc3)nn12
8	0	-3	2.1	8	0	0	CC(C)c1cc(C(=O)NC2CCCc3c2cnn3-c2ccccc2F)no1 (stereo not given)
/	14	-3	1.5	2	/	/	COc1ccc(C#Cc2ccc([C@H]3[C@@H](CO)N4C(=O)CN(C(=O)c5ccc(F)cc5)C[C@@H]34)cc2)cc1
-2[16.7 µM]	2	-7	1.5	-5	1	-1	COCC(=O)N(C)C[C@@H]1Oc2cc(C#CC(C)C)ccc2S(=O)(=O)N([C@H](C)CO)C[C@H]1C
/	0	-18	2.6	2	-1	-1	CC(C)N1CCC(=NNC(=O)c2ccccc2[N+](=O)[O-])CC1
/	-4	-2	-1.1	-6	-5	3	Nc1cc(Cl)ccc1N1CCCC1
/	-1	-5	2.8	5	/	6	Cc1cc(/C=C2/SC(=O)N(CC(=O)N3CCCC3)C2=O)ccc1N1CCOCC1
-3	-3	-4	-1.1	-14	-2	-3	COC(=O)NNC(=O)C(C)Oc1ccc(Cl)cc1Cl (stereo not given)
-8	2	3	-5.6	/	8	1	Cc1ccsc1C(=O)NCCc1ccco1
7	-4	12	1.3	-10	3	-1	CCOc1ccc(NC(=O)C2CCCN2S(=O)(=O)c2ccc(OCC)cc2)cc1 (stereo not given)
/	-2	-3	-0.8	-6	5	0	Brc1ccc(CSc2ccc3nnc(-c4cccnc4)n3n2)cc1
/	1	-4	-1.6	1	-10	-1	CN1CCN(c2ccc(NC(=O)c3ccc(Cl)cc3)cn2)CC1
/	0	39*	1.3	-8	-6	0	COc1ccc2c3c([nH]c2c1)[C@@H](CO)N(Cc1cccc(F)c1)CC31CN(Cc2ccccn2)C1
/	-9	5	-0.1	-3	2	0	Cc1ccc(Cn2cccc2/C=C2/C(=N)N3C=CSC3=NC2=O)cc1
3	2	1	-3.6	0	1	-8	Cc1ccc(F)c(S(=O)(=O)NC(=O)C2(C)CCN2C(=O)c2ccc(C3CCCCC3)cc2)c1 (stereo not given)
-11	-1	-1	1.3	?	-6	-6	O=C(CCN=C1NS(=O)(=O)c2ccccc21)Nc1ccc(F)cc1Cl
/	-1	?	-1.6	5	4	-2	CSCCC(NS(=O)(=O)c1ccc(Cl)cc1)C(=O)OCC(=O)N1CCCc2ccccc21 (stereo not given)
-4	0	15	1.1	8	-3	-2	COc1ccc(CN2CCC(Oc3ccc(C(=O)N4CCCCC4)cc3)CC2)cc1C
10	-1	-16	-11	-4	-2	-6	Cn1c(N2CCN(C(c3ccccc3)c3ccccc3)CC2)nc2ccccc21
-10	-13	-4	-0.7	1	7	3	CCC(NC(=O)CCc1c(C)c2cc3c(-c4ccccc4)coc3cc2oc1=O)C(=O)O (stereo not given)
64	-3	2	-0.1	-5	-1	-1	CCOc1ccc(Br)cc1S(=O)(=O)Nc1ccc(C(=O)Nc2ccccc2OC)cc1
0	0	4	4.3	1	-70	3	CN(CC(=O)Nc1cccc(S(=O)(=O)N2CCCC2)c1)CC(=O)Nc1ccc(Cl)c(C(F)(F)F)c1
/	-1	8	-0.2	/	-6	3	CO[C@H]1CN(C)C(=O)c2cc(NC(=O)NC(C)C)ccc2OC[C@@H](C)N(S(C)(=O)=O)C[C@@H]1C
3	-7	0	-1.2	-2	0	2	O=C(O)CCCN1C(=O)c2ccccc2Sc2ncccc21
2	-1	-1	1.7	17	-1	-1	CC(=O)Nc1cc2c(cc1[N+](=O)[O-])-c1ccccc1C2=NO
-6	0	-2	-2.1	-6	-1	1	CN(C)c1ccc(/C=N/NC(=O)c2cnc3ccccc3c2)cc1
/	/	-11	1.2	7	/	0	C[C@@H]1CCC(=O)N(CC[C@H](Sc2ccc(Br)cc2)c2ccccc2)CC1
/	-1	15	/	2	-1	-2	C/C(=N\NC(=O)c1ccccc1O)c1ccc(Br)s1
-7	-4	-3	-0.7	1	2	2	Cc1ccc(C(=O)COC(=O)CNS(=O)(=O)c2ccc(C)cc2)cc1
5[16.7 µM]	1	7	-0.1	5	-1	0	CCCNC(=O)C[C@@H]1CC[C@@H]2[C@H](COc3ccc(NC(=O)NCC)cc3C(=O)N2C)O1

Random excerpt: 3 compounds from above.
miR-122 sensor	SIRT5 inh	DENV2 CPE rescue	F508del corr	ERp5 inh	Casp6 inh	ERAP1 HTS inh	molecule
3	2	1	-3.6	0	1	-8	Cc1ccc(F)c(S(=O)(=O)NC(=O)C2(C)CCN2C(=O)c2ccc(C3CCCCC3)cc2)c1 (stereo not given)
10	-1	-16	-11	-4	-2	-6	Cn1c(N2CCN(C(c3ccccc3)c3ccccc3)CC2)nc2ccccc21
5[16.7 µM]	1	7	-0.1	5	-1	0	CCCNC(=O)C[C@@H]1CC[C@@H]2[C@H](COc3ccc(NC(=O)NCC)cc3C(=O)N2C)O1

Next section.
miR-122 sensor	SIRT5 inh	DENV2 CPE rescue	F508del corr	ERp5 inh	Casp6 inh	ERAP1 HTS inh	molecule
-5	-1	-2	-3.3	-2	3	-1	N#Cc1ccc(NC(=O)COC(=O)CSc2nnc(-c3ccc(Cl)cc3)o2)cc1
/	-3	-3	3.3	1	1	0	COc1ccc(CNC(=O)CN2C(=O)NC3(CCCCCC3)C2=O)cc1OC
-1[16.7 µM]	27*	4	-0.8	2	2	-1	C[C@@H]1CN([C@H](C)CO)C(=O)c2cc(NC(=O)CCC(F)(F)F)ccc2O[C@H]1CN(C)Cc1ccc(Oc2ccccc2)cc1
/	-1	1	/	-4	-5	-2	CO[C@@H]1CC[C@@H]2CCN(C)C(=O)C[C@@H](c3ccccc3)CN(C)C(=O)c3cccc(C#N)c3OC[C@H]1O2
-11[16.7 µM]	7	4	-1.4	7	-2	-4	C[C@H]1CN([C@@H](C)CO)C(=O)c2cc(C#Cc3ccccc3)cnc2O[C@@H]1CN(C)C(=O)c1ccccc1F
0	5	?	-2.6	-6	2	8	COc1ccc(-c2coc3c(C(=O)Nc4ccc(OC)nc4)cccc23)c(C)c1
-4	/	-2	-1.4	2	9	/	CCC(C)NC(=O)CCS(=O)(=O)c1ccc2c(c1)n(C)c(=O)c(=O)n2C (stereo not given)
/	4	-9	-1.0	2	-19	2	COc1ccccc1S(=O)(=O)N[C@@H]1C=C[C@H](CC(=O)N2CCOCC2)O[C@@H]1CO
3	-1	-3	-2.4	-1	2	0	COC(=O)c1ccc(Cn2cnc3c(cnn3-c3ccc(C)c(C)c3)c2=O)o1
-3	2	-10	0.2	-2	4	1	O=C(COC(=O)COc1ccc(Br)cc1)NCCC1=CCCCC1
-3	-3	-3	0.4	4	-1	-2	CC(NC(=O)C(C)(C)C)C(c1cccs1)N1CCN(Cc2ccccc2)CC1 (stereo not given)
/	1	4	-1.2	-2	2	4	COc1cc(C2C(C(=O)c3ccc(C)o3)=C(O)C(=O)N2CCN2CCOCC2)ccc1OCCC(C)C (stereo not given)
-6	0	-4	3.0	6	4	/	CCOC(=O)c1nnn(CC(=O)NC(=O)Nc2ccccc2)c1C(=O)OCC
/	1	-4	-1.6	-6	-2	10	O=C(NCC[C@@H]1CC[C@H](NS(=O)(=O)c2ccccc2)[C@@H](CO)O1)c1ccccc1F
-5	0	-1	/	-2	2	7	CSc1ccccc1NC(=O)COc1ccc(Cl)cc1Cl
-4	-3	6	1.1	-4	-1	-3	Cc1ccsc1/C=N/NC(=O)C(=O)NCC(C)C
-5	/	-2	-0.1	-9	-2	/	CC(C)(C)OC(=O)N1CCC(C(=O)Nc2ccc(C(=O)NC3CC3)cc2)CC1
-5	/	-3	1.4	-1	-1	2	CCOc1cc(-c2sc(Nc3ccccc3)n[n+]2C)ccc1OC
/	-5	0	1.5	11	-1	-2	Brc1ccc(COn2ccnc2)cc1
-2	-6	-4	-2.4	-1	-1	3	CCC(=O)Nc1ccc(C2C(=O)c3ccccc3C2=O)cc1
/	2	0	2.3	3	-2	-2	CCS(=O)(=O)Nc1cccc(-c2ccc3nnc(-c4cccnc4)n3n2)c1
15	0	1	6.0	0	-3	1	COCCCNC(=O)C(=O)Nc1ccc2c(c1)N(S(=O)(=O)c1cccs1)CCC2
/	-1	6	-4.0	7	-4	12	CC(=O)Nc1ccc(Sc2ncccc2C(=O)Nc2ccc(OC(F)(F)F)cc2)cn1
10	0	-5	1.1	-2	-1	2	Cc1ccc(C2c3c(oc4ccccc4c3=O)C(=O)N2c2nnc(C(C)C)s2)o1 (stereo not given)
3	-5	1	-1.1	-15	-2	2	Cn1c(CNC(=O)CNC(=O)c2ccc(C(C)(C)C)cc2)cc(=O)n(C)c1=O
-6	-3	2	-3.7	3	2	1	Cc1ccsc1/C=N/NC(=O)c1nnn(-c2nonc2N)c1C(C)C
/	/	0	1.8	-1	0	-6	COc1ccc(C(=O)c2coc3ccc(O)c(CN(C)C)c23)cc1
7[16.7 µM]	/	/	-1.3	-1	-3	-4	Cc1noc(C)c1NC(=O)Nc1ccc2c(c1)C(=O)N([C@H](C)CO)C[C@H](C)[C@H](CN(C)S(=O)(=O)c1cccs1)OCCCC[C@@H](C)O2
-10[16.7 µM]	1	-8	3.2	-1	-1	-2	COc1ccc(NC(=O)N2C[C@@H]3[C@H](c4ccccc42)[C@H](CO)N3C(=O)C2CC2)cc1
-5	-2	1	-0.7	-6	2	-2	CCN(CC)S(=O)(=O)c1ccc(C(=O)C(C#N)c2ccccn2)cc1 (stereo not given)
